QS inhibitor = S. aureus quorum sensing inhibitors, primary screen, RNAIII-GFP reporter, flow cytometry | S. aureus RN6390 RNAIII-GFP reporter, AIP-induced, flow cytometry 3 h | inhibition, % at 2 µM | hit rate 0.3% among 24,000 | AID 527, 2006;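 active = share of bacteria positive for the green fluorescent reporter and its mean brightness both inhibited by 50% or more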;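 also: 0% = AIP-stimulated control and 100% = unstimulated bacteria without AIP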
QS inhibitor GFP MFI % = further read-out of QS inhibitor, marked with its call; inhibition, %; measured here: inhibition of GFP MFI
* hit, by the source's call. An excerpt; rates above refer to the full screens.

Under each structure: QS inhibitor	QS inhibitor GFP MFI %
CN1CCN(S(=O)(=O)c2ccc3[nH]cc(C(=O)O)c(=O)c3c2)CC1
 : -2	-23
COc1cccc(NC(=O)Cc2nnc(SCC(=O)c3ccccc3)n2C)c1
 : -3	-10
CC(=O)Nc1cc(C(=O)O)ccc1S(=O)(=O)c1ccc(Cl)cc1
 : -3	-7
CCC(C)(C(=O)NC1CCCC1)N(Cc1cccs1)C(C)=O (configuration not stated)
 : 0	-2
CCOC(=O)c1ccc(N2C(=O)CC(N3CCN(C/C=C/c4ccccc4)CC3)C2=O)cc1 (configuration not stated)
 : 0	-1
CC(C)CC1N=C2c3ccccc3N=C(SCc3cc(=O)n4ccccc4n3)N2C1=O (configuration not stated)
 : -2	-10
CCN1CCN(C(=O)CS(=O)Cc2nc(-c3ccc(OC)cc3)oc2C)CC1 (configuration not stated)
 : 4	14
N#CC1=C2SCN(Cc3ccccc3)CN2C(=O)CC1c1ccccc1F (configuration not stated)
 : -3	-10
CCCn1c(=O)c2c(c3ccccc31)OC(C)C(=O)N2 (configuration not stated)
 : 0	-7
COc1ccc(C(=O)N2CCCc3ccccc32)cc1
 : 0	7
Cc1ccc(Cn2c3ccccc3c3cn[nH]c(=O)c32)cc1
 : 8	32
CCCCN(C)C(=O)C1CCC(=O)N(c2cc(OC)c(OC)c(OC)c2)C1c1ccc(OC)cc1 (configuration not stated)
 : 7	14
CC1CCN(S(=O)(=O)Cc2ccccc2Cl)CC1
 : -1	-2
CC(C)C(NS(=O)(=O)c1ccc2c(c1)oc(=O)n2C)C(=O)N1CCN(C2CCCCC2)CC1 (configuration not stated)
 : -1	-6
CN(C(=O)c1ccc(=O)[nH]c1)C1(C(=O)NC2CCCCC2)CCCCC1
 : -7	-9
O=C(NCN1C(=O)C2C3C=CC(C3)C2C1=O)OC1CCCCC1 (configuration not stated)
 : 4	8
Cc1ccc(S(=O)(=O)NCCNC(=O)C2CCCNC2=O)cc1 (configuration not stated)
 : -2	-37
O=C1c2cccnc2-c2ncccc21
 : 0	8
Cc1ccc(S(=O)(=O)n2nc(OC(=O)c3ccco3)cc2N)cc1
 : -1	-3
C[C@]12C=CC(=O)C=C1CC[C@@H]1[C@@H]2[C@@H](O)C[C@@]2(C)[C@H]1CC[C@]2(O)C(=O)COC(=O)CCC(=O)O
 : -7	-25
Cc1ccc(CNC(=O)C2C3C=CC4(CN(Cc5cccnc5)C(=O)C24)O3)cc1 (configuration not stated)
 : 10	4
Cc1ccc(NC(=O)C2CC=CCC2C(=O)N2CCCCC2)cc1 (configuration not stated)
 : 0	6
O=C(C1CCCCC1)N1CCC(c2nc3c(nnn3Cc3ccccc3Cl)c(=O)[nH]2)CC1
 : 9	32
Cc1cccc(-n2ncc3c(NCc4cccs4)ncnc32)c1
 : 0	-1
Cc1cc(C)n2cc(CSCc3ccco3)nc2n1
 : 0	7
COC(=O)Cn1ncn2c(cc3oc(C)cc32)c1=O
 : -2	-6
Cc1ccc(Cn2nnc3c(=O)n(CC(=O)OCc4ccccc4)cnc32)cc1
 : 2	25
N#CC1=C(N)Oc2c(ccc3cccnc23)C1c1cccnc1 (configuration not stated)
 : -1	-10
O=C(c1cccs1)N1CCN(C(=O)c2ccco2)c2ccccc2C1
 : 3	11
Cc1nc2ccc(S(=O)(=O)NCC(=O)NCc3ccc4c(c3)OCO4)cc2s1
 : 4	4
CCn1ncc(Br)c1C(=O)Nc1cc(C)ccc1F
 : 2	-14
NS(=O)(=O)c1ccc(C(=O)O)cc1
 : 0	-3
CC(C)N1CC23C=CC(O2)C(C(=O)OCc2ccccc2)C3C1=O (configuration not stated)
 : 2	34
CCOCCn1c(-c2ccc(OC)cc2)nc2ccccc21
 : 2	10
CN1CCN(C(=O)c2ccc3c(c2)N(Cc2cccc(Cl)c2)C(=O)c2ccccc2S3=O)CC1 (configuration not stated)
 : -2	-24
Cc1cccc(NC(=O)C2CCN(S(=O)(=O)c3c(C)nn(C)c3C)CC2)n1
 : 0	7
O=C1c2ccccc2C(O)N1Cc1ccco1 (configuration not stated)
 : -3	14
CC(C)Cc1nc2oc3c(N4CCN(CCO)CC4)ncnc3c2c2c1CCCC2
 : 3	80
CC(C)(C)n1ncc2c(=O)n(CC(=O)NCCc3ccccc3)cnc21
 : -2	-2
CCN(CC)CCCNC(=O)c1nn(-c2ccc(OC)cc2OC)c(=O)c2ccccc12
 : -1	-6
CCC1CCCCN1C(=O)Cn1c(=O)n(CCC(=O)NCc2ccco2)c(=O)c2sccc21 (configuration not stated)
 : -2	-2
Cc1sc2nc3ccc(N4CCCC4)nn3c(=O)c2c1C
 : 3	4
CCN(Cc1ccccc1)S(=O)(=O)c1ccc(C(=O)Nc2nnc(C3CC3)o2)cc1
 : -5	-13
O=C(Nc1ccc2c(c1)OCO2)C1CCN(Cc2cnn(-c3ccccc3)c2-n2cccc2)CC1
 : 1	6
Cc1ccc(-n2c(SCC(=O)N3CCCC3)nc3c(c2=O)SCC3)cc1
 : -7	-11
CCN1C(=O)CC(N2CCC(Nc3ccc(F)cc3)CC2)C1=O (configuration not stated)
 : -1	9
COc1ccc(C(=O)N(CCCO)Cc2cc3c(C)ccc(C)c3[nH]c2=O)cc1OC
 : -2	3
O=c1c2ccccc2nc(-c2cccc(Cl)c2)n1O
 : -1	-2
O=C(NCCN1CCOCC1)c1csc2c1CCCCC2
 : 3	28
COc1ccc(CCNC(=O)CCS(=O)(=O)c2ccc3c(c2)CCN3C(C)=O)cc1OC
 : 11	20

Part of the list above, as a markdown table:
| Compound | QS inhibitor | QS inhibitor GFP MFI % |
| --- | --- | --- |
| CCOCCn1c(-c2ccc(OC)cc2)nc2ccccc21 | 2 | 10 |
| CN1CCN(C(=O)c2ccc3c(c2)N(Cc2cccc(Cl)c2)C(=O)c2ccccc2S3=O)CC1 (configuration not stated) | -2 | -24 |
| Cc1cccc(NC(=O)C2CCN(S(=O)(=O)c3c(C)nn(C)c3C)CC2)n1 | 0 | 7 |
| O=C1c2ccccc2C(O)N1Cc1ccco1 (configuration not stated) | -3 | 14 |
| CC(C)Cc1nc2oc3c(N4CCN(CCO)CC4)ncnc3c2c2c1CCCC2 | 3 | 80 |
| CC(C)(C)n1ncc2c(=O)n(CC(=O)NCCc3ccccc3)cnc21 | -2 | -2 |
| CCN(CC)CCCNC(=O)c1nn(-c2ccc(OC)cc2OC)c(=O)c2ccccc12 | -1 | -6 |
| CCC1CCCCN1C(=O)Cn1c(=O)n(CCC(=O)NCc2ccco2)c(=O)c2sccc21 (configuration not stated) | -2 | -2 |
| Cc1sc2nc3ccc(N4CCCC4)nn3c(=O)c2c1C | 3 | 4 |
| CCN(Cc1ccccc1)S(=O)(=O)c1ccc(C(=O)Nc2nnc(C3CC3)o2)cc1 | -5 | -13 |
| O=C(Nc1ccc2c(c1)OCO2)C1CCN(Cc2cnn(-c3ccccc3)c2-n2cccc2)CC1 | 1 | 6 |
| Cc1ccc(-n2c(SCC(=O)N3CCCC3)nc3c(c2=O)SCC3)cc1 | -7 | -11 |
| CCN1C(=O)CC(N2CCC(Nc3ccc(F)cc3)CC2)C1=O (configuration not stated) | -1 | 9 |
| COc1ccc(C(=O)N(CCCO)Cc2cc3c(C)ccc(C)c3[nH]c2=O)cc1OC | -2 | 3 |
| O=c1c2ccccc2nc(-c2cccc(Cl)c2)n1O | -1 | -2 |
| O=C(NCCN1CCOCC1)c1csc2c1CCCCC2 | 3 | 28 |
| COc1ccc(CCNC(=O)CCS(=O)(=O)c2ccc3c(c2)CCN3C(C)=O)cc1OC | 11 | 20 |

The list goes on:
Under each structure: QS inhibitor	QS inhibitor GFP MFI %
CCc1cc(C=NC2CCCCC2)c(O)s1
 : -2	-13
COc1cc(CC(=O)NCc2ccc3c(c2)OCO3)cc(OC)c1OC
 : -4	-17
CC(C)N1C(=O)CCC1C(=O)NC1CCCC1 (configuration not stated)
 : 1	3
CC(C)C1N(C(=O)CN2CCCC2)CCN1S(=O)(=O)c1ccccc1 (configuration not stated)
 : 2	7
COc1ccc(CCNC(=O)CSc2nnc(Cn3c(=O)sc4ccccc43)n2C)cc1OC
 : -2	12
COc1cccc2sc(N3CCN(c4nc5ccccc5s4)CC3)nc12
 : 1	0
Cc1csc(NC(=O)CSc2nsc(SCC(=O)Nc3nc(C)cs3)c2C#N)n1
 : 17	46
Cc1ccc(S(=O)(=O)N2CCN(c3nc(C)nc4sc(C)c(C)c34)CC2)cc1
 : -3	-6
COc1ccccc1OCCn1c(=O)sc2ccccc21
 : 16	21
COc1cc2c(C(=O)NCc3ccc(C)o3)cn(CC(C)C)c(=O)c2cc1OC
 : -2	-35

Copied from the list:
Result of `O=C(NCN1C(=O)C2C3C=CC(C3)C2C1=O)OC1CCCCC1` (configuration not stated) under QS inhibitor: 4
Result of `Cc1ccc(Cn2c3ccccc3c3cn[nH]c(=O)c32)cc1` under QS inhibitor GFP MFI %: 32

Remaining list, next part:
Under each structure: QS inhibitor	QS inhibitor GFP MFI %
Cc1cccc(N2CCN(C(=O)Cn3ccc4ccccc4c3=O)CC2)c1C
 : 2	19
COc1cccc(NC(=O)N2CCCC2C(=O)Nc2ccc3c(c2)OCO3)c1 (configuration not stated)
 : 1	26
CCS(=O)(=O)N1CCC(C(=O)NC2CCCCC2)CC1
 : -3	-5
COC(=O)c1ccc(NC(=O)Cn2nc(SC)n(N)c2=S)cc1
 : 1	2
O=C1NC2(CCCC2)N=C1c1ccc(Cl)cc1
 : -7	-8
O=C(Nc1cccnc1)c1cc(-c2ccco2)on1
 : 7	10
CC(=O)c1ccc2c3c(cccc13)C(=O)N(c1c(C)nn(C)c1C)C2=O
 : 2	22
COC(=O)C(C)Sc1nc2c([nH]c3ccccc32)c(=O)n1C (configuration not stated)
 : 1	-3
CCn1cc(C(=O)OCc2ccc(F)cc2)c(=O)c2ccc(C)nc21
 : -2	2
COc1ccc(CNc2nc3c(c(C(F)(F)F)n2)CCCCC3)cc1
 : 6	16
COc1ccc(S(=O)(=O)N(C)c2ccc(C(=O)N3CCOCC3)cc2)cc1
 : 1	18
Cc1nc2ccc(S(=O)(=O)NC(C(=O)N3CCCC3)C(C)C)cc2s1 (configuration not stated)
 : 2	11
COc1ccc(NC(=O)CC2Oc3ccccc3NC2=O)cc1 (configuration not stated)
 : 4	11
Cn1c(-c2ccccc2)c(CCO)c2ccccc21
 : 0	7
COc1ccc(C(C(=O)OC(C)CN(C)C)c2ccccc2)cc1 (configuration not stated)
 : 1	6
Cc1cc(Cn2ccnc2)c(C)cc1Cn1ccnc1
 : 1	1
Cc1c(NC(=O)C2CCCNC2=O)c(=O)n(-c2ccccc2)n1C (configuration not stated)
 : 0	13
COc1ccc(-n2c(Cc3cc(=O)[nH]c(=O)[nH]3)nnc2SCC(=O)N2CCCC2)cc1
 : -10	-25
Cc1cccc(N(C(=O)Nc2ccccc2)C2=NCC(C)S2)c1 (configuration not stated)
 : 2	37
CCOC(=O)c1[nH]c2ccc(Br)cc2c1NC(=O)CCN1CCC(C(=O)OCC)CC1
 : 0	3
Cc1nc(SCC(=O)NCc2ccco2)c2c(C)c(C)sc2n1
 : 0	4
O=C(CN1CCC(c2nc3ccccc3[nH]2)CC1)Nc1ccc2c(c1)OCO2
 : -3	-8
COc1ccc(NC(=O)NCCCN2CCCCC2C)cc1 (configuration not stated)
 : 0	-43
CC1CCCC(NC(=O)CCn2c(=O)oc3ccccc32)C1C (configuration not stated)
 : 5	-27
CCOC(=O)C(C)Sc1nnc(Cn2c(=O)sc3ccccc32)n1-c1ccccc1 (configuration not stated)
 : -7	-9
CS(=O)(=O)N1CCCC(C(=O)NCc2ccccn2)C1 (configuration not stated)
 : -1	2
COCCNC(=O)c1ccc(Cn2c(=S)[nH]c3cc4c(cc3c2=O)OCO4)cc1
 : -9	-13
CCCOc1cccc(-c2nnc(N)s2)c1
 : -1	-15
CC1CCC(NC(=O)Cn2ncc3ccccc32)CC1 (configuration not stated)
 : -2	-2
Cc1ccc(CCNC(=O)CC2Oc3ccc(C)cc3NC2=O)cc1 (configuration not stated)
 : 4	16
COC(=O)C1(C(=O)OC)Sc2ccccc2C1=O
 : -2	-3
COc1ccc(-n2c(=S)[nH]c3cc(C(=O)NCCCN4CCCC4=O)ccc3c2=O)cc1
 : -1	6
COc1ccc(C(=O)N2CCN(c3ccc(C)cc3)CC2)cc1OC
 : -1	-5
COc1ccc(NC2=NC3(CCCCC3)N=C(N)N2)cc1
 : -1	8
Cc1cccc(NC(=O)c2oc3c(c2C)C(=O)CC(C)(C)C3)n1
 : 2	7
Cc1[nH]c(=O)[nH]c(=O)c1S(=O)(=O)Nc1ccc(Oc2ccccc2)cc1
 : -3	-26
COc1cccc(-n2c(SCC(=O)N3CCOCC3)nc3c([nH]c4ccccc43)c2=O)c1
 : -1	-1
COc1ccc(-n2c(=O)c3c4c(sc3n(CC(=O)NCc3ccco3)c2=O)CCC4)c(OC)c1
 : 0	6
Cc1ccc(CNc2nc3ccccc3n3nnnc23)cc1
 : 2	-7
CCOC(=O)Cn1c(=O)n(C2CCCC2)c(=O)c2ccccc21
 : -4	-16
O=C(CCn1c(=S)oc2ccccc21)Nc1ccc2c(c1)OCCO2
 : -7	-31
CCOC(=O)c1oc2ccccc2c1NC(=O)c1cccs1
 : -2	-6
O=C(CCn1c(=O)oc2ccccc21)N(Cc1ccccc1)c1ccccn1
 : 4	22
COc1cc(/C=N/n2cnnc2)ccc1OCC(=O)N1CCOCC1
 : -1	-2
CCN1CCCC1CNC(=O)CCNC(=O)c1cc(OC)c(OC)c(OC)c1 (configuration not stated)
 : 0	-22
COc1ccc(C2C3=C(CCCC3=O)Nc3nc(C(F)(F)F)nn32)c(OC)c1OC (configuration not stated)
 : -7	-12
COc1ccc(Br)cc1CNC(=O)C1CCC(=O)N1C(C)C (configuration not stated)
 : -1	-4
CCOc1ccc(-c2nnc(SCC(=O)N3CCOCC3)o2)cc1
 : 7	42
COC(=O)c1cccc(NC(=O)NC2CCCN2S(=O)(=O)c2ccc(Cl)cc2)c1 (configuration not stated)
 : 0	-7
COCCN1C=C(C(=O)OC)C(c2cc3c(cc2Br)OCO3)C(C(=O)OC)=C1
 : 0	6
CCOC(=O)N1CCN(C(=O)CCC(=O)N2CCOc3ccc(C)cc32)CC1
 : -8	-19
Cn1c(=O)[nH]c(=O)c2c1nc(N1CCCC1)n2CC(O)COc1ccccc1 (configuration not stated)
 : -1	2
COC(=O)c1ccc(NC(=O)CN(c2ccc(C)cc2)S(=O)(=O)c2c(C)n[nH]c2C)cc1
 : -3	-1

Source: PubChem BioAssay
